# ELG1 DNA repair: blocks ELG1-dependent DNA repair in HEK293T cells; HEK293T ELG1-luciferase reporter, luminescence, 16 h; DNA damage induced by 5-fluorouridine; Potency, µM (titrated, usually from 46.1 µM), without a hit: at the highest dose activity change, negative = inhibition, hits mostly inhibitors; 330,000 tested, 2.3% active; further: potency means the concentration at half of the fitted maximal effect; on the % scale 0 is the no-effect control and ±100 the full control effect; nearly all actives have a fitted effect of over 55% in size
#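 Cells (2,000 per well) received 5-fluorouridine plus test compound or DMSO and were incubated 16 hr at 37 °C, 5% CO2. Luciferase activity was read by luminescence 30 min after ONE-Glo addition; signal suppression marked inhibition of damage-induced ELG1 function.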
# TSG101-PTAP inh: blocks PTAP/TSG101 interaction to inhibit HIV-1 budding; Fluorescence polarization, FITC-PTAP peptide / Tsg101 binding; 340,000 tested, under 10 active; AID 493005; Potency, µM (highest dose often 115 µM), for inactives: at the top dose activity change, negative = inhibition, actives largely listed as inhibitors; active means well fitted inhibition curve with a large enough effect in the main read-out, with a control signal flat, not every such curve was filed as active; inconclusive means small, poorly fitted or top-dose-only effect, or effect the other way, or a change in a side signal; inactive means no such curve, though single readings can be large or run the other way; further: potency means the concentration at half of the fitted maximal effect; % of control where 0% means no effect
#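 Fluorescence polarization binding of Tsg101 binding domain (10 uM final) to FITC-labeled PTAP peptide (50 nM final) in HEPES pH 7.5 buffer with NaCl, Tween 20, EDTA, TCEP. Compounds added before peptide; binding 20 min at RT.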
# Mito fusion yeast: inhibitors of mitochondrial division or activators of mitochondrial fusion; S. cerevisiae fusion-defective mutant growth rescue, CellTiterGlo 48 h; Potency, µM (titrated, usually from 46.1 µM), inactives show at the highest dose growth rescue (activation), hits mostly activators; 320,000 tested, 0.23% active;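 further: potency means the concentration at half of the fitted maximal effect; % of control where 0% means no effect; nearly all actives have a fitted effect of over 45% in size; temperature-sensitive fusion mutants such as fzo1-1 at 37 °C on non-fermentable ethanol glycerol medium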
#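 Compounds are tested for their ability to restore growth of mitochondrial fusion-defective yeast strains at non-permissive 37C in YPEG medium over 48 hours. Viability is quantified by luciferase luminescence.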
# Eya2 inh: blocks the phosphatase activity of human Eya2 | O00167 | recombinant Eya2, OMFP fluorescence dephosphorylation (OMFP is methylfluorescein phosphate) | 330,000 tested, 0.006% active | Potency, µM (highest dose often 76.9 µM), without a hit: top-dose activity, negative = inhibition, most hits filed as inhibitors; further: potency means the concentration at half of the fitted maximal effect; on the % scale 0 is the no-effect control and ±100 the full control effect
# Target sequence (O00167 whole entry, looked up): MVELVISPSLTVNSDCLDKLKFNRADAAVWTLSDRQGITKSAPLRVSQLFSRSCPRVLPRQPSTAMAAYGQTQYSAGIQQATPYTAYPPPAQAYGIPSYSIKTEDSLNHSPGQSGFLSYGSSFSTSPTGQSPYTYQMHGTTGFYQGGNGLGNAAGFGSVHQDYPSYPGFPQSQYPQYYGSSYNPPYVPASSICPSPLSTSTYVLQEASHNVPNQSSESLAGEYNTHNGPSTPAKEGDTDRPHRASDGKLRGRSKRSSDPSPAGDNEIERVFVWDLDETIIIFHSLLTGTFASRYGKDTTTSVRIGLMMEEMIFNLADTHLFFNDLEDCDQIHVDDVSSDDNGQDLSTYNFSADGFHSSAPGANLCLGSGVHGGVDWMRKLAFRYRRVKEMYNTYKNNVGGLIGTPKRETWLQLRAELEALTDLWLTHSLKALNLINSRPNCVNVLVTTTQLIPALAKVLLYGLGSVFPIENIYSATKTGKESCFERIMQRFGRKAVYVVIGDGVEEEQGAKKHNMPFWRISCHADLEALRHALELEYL
#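 Eya2 (0.2 uM) preincubated 10 min at ambient with compound, then OMFP substrate added at 50 uM; 10 min reaction in 50 mM HEPES pH 7.5, 50 mM NaCl, 5 uM MgCl2, 0.05% BSA, 1 mM DTT. Fluorescence read at Ex 485/Em 525 nm.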
# Tb PFK block: blocks T. brucei phosphofructokinase. 330,000 tested, 0.17% active. O15648. Potency, µM (series often up to 57.5 µM), inactives show at the highest dose activity, negative = inhibition, most hits filed as inhibitors. T. brucei PFK, ADP-Glo luminescence. AID 485367;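 further: potency means the concentration at half of the fitted maximal effect; 0% = uninhibited 1x PFK enzyme wells and -100% = no-enzyme wells; nearly all actives have a fitted effect of over 60% in size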
# Target sequence (O15648 whole entry, looked up): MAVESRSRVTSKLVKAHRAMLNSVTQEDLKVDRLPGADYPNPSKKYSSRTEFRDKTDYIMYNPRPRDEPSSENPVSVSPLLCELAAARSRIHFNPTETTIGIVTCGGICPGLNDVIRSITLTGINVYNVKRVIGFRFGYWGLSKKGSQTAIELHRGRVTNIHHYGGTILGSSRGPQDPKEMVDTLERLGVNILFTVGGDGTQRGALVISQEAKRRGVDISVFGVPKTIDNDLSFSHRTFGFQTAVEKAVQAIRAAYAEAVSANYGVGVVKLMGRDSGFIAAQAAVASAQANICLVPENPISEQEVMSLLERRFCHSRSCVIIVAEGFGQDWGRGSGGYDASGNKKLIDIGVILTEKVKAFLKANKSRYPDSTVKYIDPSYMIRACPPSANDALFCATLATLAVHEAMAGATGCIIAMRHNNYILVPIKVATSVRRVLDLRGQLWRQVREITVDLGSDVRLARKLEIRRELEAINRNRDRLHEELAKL
#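 In TEA buffer at pH 8.0 with 5 mM MgCl2, enzyme (1.25 nM) converted F6P (0.5 mM) and ATP (0.1 mM) for 45 min at room temperature. ADP product was read by luciferase luminescence.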
# TCR act: T cell receptor activation. 330,000 tested, under 10 active. AID 504894. primary human leukocytes, anti-CD3, IL-2 HTRF, 48 h. Potency, µM (titrated, usually from 9.22 µM), for the others: at the top dose activation of IL-2 secretion, usual class: activators; further: % of control where 0% means no effect
#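 IL-2 release read by HTRF sandwich (Eu cryptate donor, d2 acceptor, 665 nm emission) after 48 hr exposure of primary human leukocytes to compound together with anti-CD3 beads in the absence of co-stimulatory signals.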
# TSHR antag: human thyrotropin receptor antagonism | P16473 | TSHR-expressing cells, TSH-stimulated cAMP HTRF, 2 h; hits give low values | activity change, negative = inhibition, % at 11.5 µM | 330,000 tested, 0.2% active | AID 504810;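 active means activity change below a set negative limit, meaning inhibition stronger than a set level, cut at about -70% in these data; inconclusive means activity change between two set negative limits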; further: on the % scale 0 is the no-effect control and ±100 the full control effect
#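 TSHR-expressing cells, 200/well, pre-treated with compound, then stimulated with EC80 TSH (4nM final) for 2 hours at 37 deg C. cAMP measured by competitive HTRF: anti-cAMP cryptate antibody in lysis buffer plus cAMP-d2, read after 30 minutes at room temperature.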
# Integrin act MD: activators of alpha7 integrin expression for muscular dystrophy. alpha7betagal myoblasts, beta-gal FDG fluorescence, 48 h. Potency, µM (top dose mostly 38.3 µM), without a hit: at the highest dose activation, usual class: activators. 350,000 tested, 0.064% active. AID 624291;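 further: potency means the concentration at half of the fitted maximal effect; 100% = response of the positive control SU9516; nearly all actives have a fitted effect of over 60% in size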
#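 alpha7betagal+/- myoblasts (passage 13, 250/well) treated 48 h at 37C with compounds at 1:260 dilution of DMSO stock. Lysed, then beta-galactosidase activity read as FDG fluorescence (ex 480/em 540) after 30 min, with pre-read for autofluorescence.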
# A-T KAP1 phos: candidate therapy for ataxia-telangiectasia. […] A-T fibroblasts, KAP-1 phosphorylation AlphaLISA; neocarzinostatin DNA damage 30 min before lysis. Potency, µM (series often up to 57.5 µM), for inactives: at the highest dose activation, usual class: activators. 320,000 tested, 0.19% active; further: potency means the concentration at half of the fitted maximal effect; % of control where 0% means no effect; nearly all actives have a fitted effect of over 45% in size
#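 hTERT-immortalized A-T patient fibroblasts ([…]), 500 cells/well in OPTI-MEM, 1% FBS, got compounds for 60 min, then NCS for 30 min at 37C. Lysates were then assayed for phospho-KAP-1 by AlphaLISA (anti-pKAP1 donor, anti-KAP1 acceptor beads), 6 hr at 25C.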
# ASM inhibitor: inhibitors of human secretory acid sphingomyelinase. 340,000 tested, 0.006% active. P17405. Potency, µM (top dose mostly 57.5 µM), for inactives: at the top dose activity change, negative = inhibition, most hits filed as inhibitors. placental ASM, HMU-PC fluorogenic substrate, 60 min; further: potency means the concentration at half of the fitted maximal effect
#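 Fluorescence read-out (Ex 386 nm, Em 447 nm) after stopping the reaction at pH 10. Enzyme: ASM from human placenta; substrate HMU-PC0, 9 uM final; 60 min, 37 °C. Compound preincubation 10 min, ambient temperature.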
# Chronic BCR inh: chronic active BCR signaling inhibition; ABC-DLBCL IkBa-CBG/CBR reporter, luminescence ratio, 4 h; Potency, µM (highest dose often 46.1 µM), for inactives: top-dose ratio change, negative = lower green/red ratio, actives largely listed as inhibitors; 340,000 tested, 0.05% active; AID 493014; active means well fitted inhibition curve with a large enough effect in the signal ratio, with a control signal flat, not every such curve was filed as active; inconclusive means small, poorly fitted or top-dose-only effect, or effect the other way, or a change in a side signal; the % refers to the signal ratio;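 further: potency means the concentration at half of the fitted maximal effect; plate controls were basal doxycycline-induced cells for no effect and cells given 10 µM MG132 for full effect; MG132 reads +100%, hits lower the ratio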
#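 Cell line TMD8 (human ABC DLBCL), stably expressing tet-inducible CBG68-IkBa fusion and CBR; IMDM/0.5% FBS; cpd up to 46 uM; dox induction, 4 h, 37C/5% CO2; dual luminescence; green/red ratio; MG132 control.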
# The depositor's hits bear a star; ? = inconclusive; nt = no result given; [ ] = remark or other dose. Unless noted, the call rests on the fitted dose curve; in most records, active means well fitted curve in the direction sought with a large enough effect; inconclusive means small, poorly fitted or top-dose-only effect, or another doubt; inactive means no such curve, though single readings can be large; an effect the other way counts as inactive or inconclusive. Compounds were not picked by outcome. Share with any hit: about 3.2%.
SMILES	ELG1 DNA repair	TSG101-PTAP inh	Mito fusion yeast	Eya2 inh	Tb PFK block	TCR act	TSHR antag	Integrin act MD	A-T KAP1 phos	ASM inhibitor	Chronic BCR inh
CC(=O)N1CCN(CC(=O)Nc2cc(F)ccc2C)CC1	4%	-1%	-2%	12%	2%	-6%	-5	11%	-2%	5%	1%
N=c1oc2ccc(Br)cc2cc1C(=O)NCc1ccccc1	3%	nt	0%	3%	3%	-5%	-5	23%	0%	-1%	1%
O=c1[nH]c2ccc(Br)cc2c(-c2ccccc2)c1N1CCOCC1	-12%	-10%	-3%	-25%	0%	8%	-6	18%	-1%	44%	19%
CN1C(=O)/C(=C/c2ccccc2F)Sc2ccc(C(=O)NCC3CCCO3)cc21 (stereo not given)	?	-12%	33%	?	2%	-7%	-1	13%	4%	19%	-10%
COC(=O)[C@H]1C[C@@H]1[C@H](N)c1ccccc1	8%	0%	1%	1%	5%	-5%	4	-5%	15%	1%	-7%
CCn1cc(C(=O)OCc2cccc(Br)c2)c(=O)c2ccc(C)nc21	-26%	0%	?	-13%	-3%	2%	-10	25%[7.66 µM]	-1%	-6%	?
CC/C(=N\Nc1ccc([N+](=O)[O-])cc1)c1ccccc1	?	0%	-6%	-21%	1%	-4%	19	-21%	1%	-12%	?
COc1cccc(CNc2nc3ccccc3n2C)c1O	?	-3%	-2%	9%	2%	-3%	-3	?	16%	6%	3%
COc1ccc(S(=O)(=O)N2CCN(C)CC2c2ccccc2)cc1OC (stereo not given)	-1%	-2%	5%	0%	-2%	-4%	6	0%	0%	nt	-1%
CC(C)OCCCNc1ncnc2c1cnn2-c1ccccc1	?	0%	0%	6%	-5%	3%	14	14%	-2%	2%	?
CCN(CC)CCCN(Cc1cc2cc3c(cc2[nH]c1=O)OCO3)C(=S)NCc1ccco1	11%	0%	3%	-2%	-5%	6%	13	-30%	0%	60%[activator]	-2%
Cc1ccc(-n2ncc3c(SCc4cccnc4)ncnc32)c(C)c1	?	-1%	-15%	2%	2%	11%	-30	-35%	3%	-2%	0%
COc1ccc(NC(=O)CSc2nnc(-c3ccccc3)n2Cc2ccco2)cc1OC	?	-4%	3%	6%	2%	2%	11	-12%	3%	-1%	4%
CCc1cccc(NC(=S)N2CCC(c3ccccc3)C2)c1 (stereo not given)	?	0%	-4%	-22%	-4%	3%	-33	-17%	2%	0%	1%
C/C(=N\Nc1nc2ccccc2[nH]1)c1ccc(C)o1	?	-1%	5%	7%	0%	2%[46.1 µM]	-15	12%	-11%	1%	?
Cc1ccc2nc(-c3ccccn3)oc2c1	?	-6%	-8%	-8%	-7%	1%	-21	3%	7%	2%	-7%
O=C1NC(c2ccccc2)=N/C1=C/c1ccco1	?	-1%	2%	6%	5%	6%[46.1 µM]	-9	-2%	-2%	8%	4%
COC(=O)c1ccc(-c2ccc(F)cc2)nc1C	?	1%	nt	1%	0%	0%[46.1 µM]	8	-15%	-2%	2%	?
CC1CN(C2=NC(=O)/C(=C/c3ccncc3)S2)CC(C)O1 (stereo not given)	8%	1%	-5%	4%	-7%	2%	-1	-38%	-19%	3%	0%
Cc1ccc(NC(=O)c2ccc(NCC3CCCO3)c([N+](=O)[O-])c2)cc1Cl (stereo not given)	27%	15%	-3%	-7%	-6%	8%	-11	8%	-4%	-5%	15%
CC1=NN(C(=O)c2ccccc2-n2cccc2)C(O)(C(F)(F)F)C1 (stereo not given)	-8%	-1%	1%	-1%	4%	-3%[46.1 µM]	1	2%	-7%	2%	6%
Cc1sc2nc(COC(=O)CNC(=O)c3ccc(C(C)(C)C)cc3)[nH]c(=O)c2c1C	?	-3%	0%	-15%	11%	-3%	16	13%	0%	-17%	3%
CCn1cc(CCC(=O)NCCc2ccccc2)c2ccccc21	5%	-1%	0%	-1%	1%	13%	1	-24%	1%	-2%	3%
CCCCN(CCCNC(=O)C1CCN(S(=O)(=O)CC)CC1)c1ccccc1	?	-8%	-2%	-9%	1%	11%[46.1 µM]	-18	-20%	4%	3%	0%
CC(=O)C1C(c2ccc(C)cc2)c2c(n[nH]c2C)CC1(C)O (stereo not given)	-3%	-2%	0%	-27%	2%	1%	-1	24%	1%	-2%	2%
O=C(Nc1cccc(O)c1)c1cc(S(=O)(=O)N2CCCC2)ccc1Cl	?	-6%	-1%	13%	-1%	-6%	6	-24%	nt	0%	0%
CCSc1ncc(Cl)c(C(=O)Nc2ccccc2F)n1	5%	-1%	3%	8%	2%	nt	-10	32%	-28%	12%	10%
CCNc1nc(-c2cc(C)n(Cc3ccco3)c2C)cs1	-3%	0%	-6%	5%	2%	9%	0	43%	-1%	1%	12%
Cc1ccc(O)c(C(=O)c2cnc3c(c2)c(-c2ccc(F)cc2)c(C#N)c(=O)n3C)c1	?	-2%	?	-12%	1%	8%	-15	-34%	-4%	-8%	10%
COc1ccc(OC)c(-c2nc(C(=O)NCCCN3CCOCC3)cc3c2[nH]c2ccccc23)c1	-22%	-8%	3%	-22%	0%	10%	-7	-3%	-8%	35%[activator]	19%

# Copied from the list:
# Integrin act MD with COc1ccc(NC(=O)CSc2nnc(-c3ccccc3)n2Cc2ccco2)cc1OC = -12%
# TSHR antag with C/C(=N\Nc1nc2ccccc2[nH]1)c1ccc(C)o1 = -15
# TSG101-PTAP inh with CCN(CC)CCCN(Cc1cc2cc3c(cc2[nH]c1=O)OCO3)C(=S)NCc1ccco1 = 0%

# Following part:
SMILES	ELG1 DNA repair	TSG101-PTAP inh	Mito fusion yeast	Eya2 inh	Tb PFK block	TCR act	TSHR antag	Integrin act MD	A-T KAP1 phos	ASM inhibitor	Chronic BCR inh
Cc1c(Br)c([N+](=O)[O-])nn1CC(=O)NCc1ccco1	19%	-2%	-3%	3%	?	-3%[46.1 µM]	-5	-16%	10%	2%	?
COCCNC(=O)C(c1cccs1)N(C(=O)Cn1nnc2ccccc21)c1ccc2c(c1)OCO2 (stereo not given)	1%	-8%	4%	16%	4%	5%	13	4%	5%	5%	4%
CCOc1ccccc1C(=O)OCC(=O)Nc1cccc(S(=O)(=O)N2CCCC2)c1	?	-4%	nt	-9%	2%	-8%	nt	16%	16%	-1%	0%
COC(=O)c1ccc(COc2cccc(OC)c2)o1	?	-5%	1%	11%	1%	3%	-4	4%	-4%	3%	-5%
CCOc1ccc(OCCOCCN2CCc3ccccc3C2)cc1	0%	0%	2%	2%	-2%	-6%	-3	-47%[inhibitor]	-7%	0%	2%
CNC(=O)c1cc2ccc(OC)cc2oc1=O	?	-1%	-3%	-1%	14%	0%	-1	6%	-3%	386%	?

# As a working copy, some entries already given:
SMILES	ELG1 DNA repair	TSG101-PTAP inh	Mito fusion yeast	Eya2 inh	Tb PFK block	TCR act	TSHR antag	Integrin act MD	A-T KAP1 phos	ASM inhibitor	Chronic BCR inh
CCOc1ccccc1C(=O)OCC(=O)Nc1cccc(S(=O)(=O)N2CCCC2)c1	?	-4%	nt	-9%	2%	-8%	nt	16%	16%	-1%	0%
COC(=O)c1ccc(COc2cccc(OC)c2)o1	?	-5%	1%	11%	1%	3%	-4	4%	-4%	3%	-5%
CCOc1ccc(OCCOCCN2CCc3ccccc3C2)cc1	0%	0%	2%	2%	-2%	-6%	-3	-47%[inhibitor]	-7%	0%	2%
CNC(=O)c1cc2ccc(OC)cc2oc1=O	?	-1%	-3%	-1%	14%	0%	-1	6%	-3%	386%	?
